Screens (PubChem BioAssay)
Apoferritin bind: candidate novel general anesthetic via apoferritin binding | apoferritin/1-aminoanthracene competitive binding, fluorescence | Potency, µM (doses to about 77.5 µM), inactives show at the highest dose activity change, negative = displacement, actives largely listed as inhibitors | P02791 | AID 485281 | actives 0.074% (n = 350,000); also: potency is read from the fitted curve at half-maximal effect; % is scaled to controls: 0 for no effect and ±100 for the full control effect; nearly all actives have a fitted effect of over 20% in size
Target sequence (P02791 2-175 limits assumed): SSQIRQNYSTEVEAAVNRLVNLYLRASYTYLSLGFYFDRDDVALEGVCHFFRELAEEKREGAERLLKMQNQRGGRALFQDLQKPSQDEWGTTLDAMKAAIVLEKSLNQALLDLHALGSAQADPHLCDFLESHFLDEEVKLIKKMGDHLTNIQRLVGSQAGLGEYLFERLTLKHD
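In PBS, apoferritin at 10 uM is loaded with 1-AMA from a 50% saturated solution. After 10 min of compound exposure at ambient temperature, reduced 535 nm fluorescence indicates probe displacement.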
TRHR agonist: TRH receptor (human) agonism; P34981; TRHR cells, calcium flux fluo-8, FDSS agonist mode; activation, % at 2 µM; actives 0.18% (n = 360,000); AID 493084; in the data active = activation above about 30%; also: 0% is about no effect
Target sequence (P34981 whole entry, looked up): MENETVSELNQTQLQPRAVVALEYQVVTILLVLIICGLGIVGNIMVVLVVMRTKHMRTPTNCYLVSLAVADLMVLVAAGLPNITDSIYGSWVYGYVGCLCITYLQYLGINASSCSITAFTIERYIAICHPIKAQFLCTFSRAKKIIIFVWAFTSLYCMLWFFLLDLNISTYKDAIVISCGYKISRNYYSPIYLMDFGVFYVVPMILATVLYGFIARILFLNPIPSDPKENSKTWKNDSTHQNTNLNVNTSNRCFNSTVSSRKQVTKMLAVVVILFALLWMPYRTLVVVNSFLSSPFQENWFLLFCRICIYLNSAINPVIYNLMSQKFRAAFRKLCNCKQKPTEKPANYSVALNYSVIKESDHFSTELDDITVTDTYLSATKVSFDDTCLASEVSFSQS
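In this calcium-flux screen, cells bearing human TRHR are dye-loaded with fluo-8, baselined for 10 cycles, then exposed to library compounds; positive kinetic calcium responses during the agonist phase mark hits, with TRH as control.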
BLM helicase inh: inhibitors of human Bloom syndrome helicase BLM. P54132. recombinant BLM DNA unwinding, fluorescence dequenching. Potency, µM (highest dose often 56.1 µM), without a hit: top-dose activity change, negative = inhibition, actives largely listed as inhibitors. actives 0.2% (n = 350,000). AID 2528;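 also: potency is read from the fitted curve at half-maximal effect; plate controls were vehicle for no effect and no enzyme for full effect; nearly all actives have a fitted effect of over 35% in size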
ERG-DNA inh: ERG Ets/DNA interaction inhibition. P11308. fluorescence polarization, His-ERG Ets domain / labelled DNA. Potency, µM (top dose mostly 76.9 µM), for inactives: at the top dose FP activity, negative = inhibition, hits mostly inhibitors. actives 0.028% (n = 370,000). AID 624246; active = well fitted inhibition curve with a large enough effect in the polarisation, with a control signal flat; inconclusive = small, poorly fitted or top-dose-only effect, or effect the other way, or a change in a side signal; inactive = no such curve, though single readings can be large or run the other way; the % refers to the polarisation;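 also: polarization taken with two DNA probes labelled with fluorescein and Texas red; potency is read from the fitted curve at half-maximal effect; % of control where 0% means no effect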
Target sequence (P11308 whole entry, looked up, the tested form may be a part): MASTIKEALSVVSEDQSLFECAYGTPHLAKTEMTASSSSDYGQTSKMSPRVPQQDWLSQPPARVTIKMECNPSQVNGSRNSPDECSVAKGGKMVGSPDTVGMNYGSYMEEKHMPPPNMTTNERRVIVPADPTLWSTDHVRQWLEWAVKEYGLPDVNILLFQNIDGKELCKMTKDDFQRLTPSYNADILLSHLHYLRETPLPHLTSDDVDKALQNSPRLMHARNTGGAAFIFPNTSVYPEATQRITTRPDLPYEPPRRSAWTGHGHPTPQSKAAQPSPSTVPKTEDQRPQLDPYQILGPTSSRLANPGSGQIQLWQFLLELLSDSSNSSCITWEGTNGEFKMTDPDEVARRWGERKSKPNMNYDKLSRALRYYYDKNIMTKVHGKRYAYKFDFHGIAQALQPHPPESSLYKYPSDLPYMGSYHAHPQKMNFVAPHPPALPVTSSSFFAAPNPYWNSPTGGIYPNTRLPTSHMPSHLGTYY
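His-tagged ERG Ets domain (1 uM in the protein solution; 300mM KCl, 50mM Tris-HCl, 1mM EDTA, 1mM DTT, pH 7.5) received compound, then a probe mix of 5 nM fluorescein-DNA and 100nM Texas-615-DNA. Fluorescence polarization was read for both dyes.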
POLI inh: DNA polymerase iota (human) inhibition; Q9UNA4; Pol iota fluorescent replication assay, 10 min; Potency, µM (top dose mostly 115 µM), for inactives: top-dose activity, negative = inhibition, hits mostly inhibitors; actives 1% (n = 390,000); also: potency is read from the fitted curve at half-maximal effect
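Pol iota at 10 nM preincubated 15 min with compounds at room temperature; reaction started with fluorescent substrate, 50 nM final. Fluorescence read kinetically at 0 and 10 min; buffer-only wells as negative control.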
APE1 inh: blocks human APE1 abasic DNA cleavage; AID 2517; Potency, µM (titrated, usually from 65.8 µM), for the others: at the top dose activity change, negative = inhibition, most hits filed as inhibitors; actives 0.35% (n = 350,000); P27695; recombinant APE1, TAMRA/BHQ-2 abasic DNA cleavage fluorescence;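 also: potency is read from the fitted curve at half-maximal effect; plate controls were vehicle for no effect and reference inhibitor for full effect; nearly all actives have a fitted effect of over 55% in size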
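Incision of a quenched TAMRA/BHQ-2 THF abasic-site duplex (50 nM) by 0.75 nM APE1, after 15 min compound preincubation, measured as fluorescence increase over three 60 s reads. Values normalized to buffer, DMSO and NSC13755 control wells.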
POLB inh: blocks human DNA polymerase beta activity; P06746; Pol beta primer extension/strand displacement, fluorescence kinetic; Potency, µM (highest dose often 114 µM), for inactives: at the top dose activity change, negative = inhibition, usual class: inhibitors; actives 1.3% (n = 340,000); also: potency is read from the fitted curve at half-maximal effect; % is scaled to controls: 0 for no effect and ±100 for the full control effect
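Homogeneous kinetic assay of primer extension and strand displacement by 10 nM Pol beta, preincubated 15 min at room temperature with compound before 50 nM substrate (final) was added. Read at 0 and 10 min; four-parameter Hill fit.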
12-LOX inh: inhibitors of human 12S-lipoxygenase ALOX12. P18054. purified 12hLO, xylenol orange hydroperoxide absorbance. actives 1.1% (n = 580,000). AID 1671190. Potency, µM (highest dose often 108 µM), inactives show at the highest dose activity change, negative = inhibition, hits mostly inhibitors; also: potency is read from the fitted curve at half-maximal effect; % is scaled to controls: 0 for no effect and ±100 for the full control effect
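Purified human 12hLO (150 nM final) in 25 mM Hepes, 0.01% Triton X-100, pH 7.0 was preincubated 15 min at room temperature with compound. Then 40 uM arachidonic acid was added, 30 min. Hydroperoxide was read by Fe-XO absorbance ratio 573/405 nm.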
Pol kappa inh: DNA polymerase kappa (human) inhibition; actives 0.53% (n = 400,000); AID 588579; purified Pol kappa, fluorescent DNA synthesis assay, 10 min; Potency, µM (titrated, usually from 107 µM), for the others: at the highest dose activity, negative = inhibition, most hits filed as inhibitors; also: potency is read from the fitted curve at half-maximal effect; % is scaled to controls: 0 for no effect and ±100 for the full control effect
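Kinetic fluorescence readout at 0 and 10 min followed reaction start with substrate at 50 nM final. Beforehand, enzyme (10 nM Pol kappa) stood 15 min with compound at room temperature; buffer-only wells were negative controls.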
Active calls of the source: *; ? = inconclusive; nt = no result given; & = joins results of further samples; [ ] = dose if it differs, or a comment. Unless noted, calls follow the shape of the dose curve; as a rule, active = well fitted curve in the direction sought with a large enough effect; inconclusive = small, poorly fitted or top-dose-only effect, or another doubt; inactive = no such curve, though single readings can be large; an effect the other way counts as inactive or inconclusive. These rows are one share of the data. The share of hits here may be higher or lower than overall.

SMILES	Apoferritin bind	TRHR agonist	BLM helicase inh	ERG-DNA inh	POLI inh	APE1 inh	POLB inh	12-LOX inh	Pol kappa inh
CC(SC#N)C(=O)C12CC3CC(CC(C3)C1)C2 (centres undefined)	?	-0.4	-4%	-2%	?	2%	-30%	-1%	3%
CC(=O)Nc1ccc(C(=O)Nc2ccc(S(=O)(=O)N3CCOCC3)cc2)cc1	-8%	2.3	0%	3%	-2%	1%	1%	-2%	-2%
CCN(CC)C(=O)CSc1nc2ccccc2c(=O)n1OC(C)C	-15%	-0.4	-5%	5%	7%	1%	-6%	0%	-5%
CCOC(=O)c1c(CN2CCN(CCO)CC2)n(C)c2cc(Br)c(OC)cc12	-19%	1.3	33%[activator]	-2%	17%	-2%	36%	19%	-4%
C[C@H](NC(=O)c1cc2c([nH]c3ccccc32)c(-c2ccccc2)n1)C(=O)O	-9%	0.1	0%	6%	13%	-9%	16%	0%	-12%
Cc1c(C(=O)Nc2ccc3c(c2)OCCO3)sc2nc(-c3ccccc3)cn12	-9%	-0.1	-6%	-1%	14%	-5%	23%	-5%	-6%
COc1cc(NC(=O)C2CCN(S(=O)(=O)c3c(C)noc3/C=C/c3ccccc3F)CC2)cc(OC)c1OC	?	1.1	-2%	1%	8%	nt	5%	-24%	-7%[60.1 µM]
Cc1ccnc(OC(C(=O)O)C(OCc2ccccc2)(c2ccccc2)c2ccc(C(F)(F)F)cc2)n1 (centres undefined)	-16%	0.4	-2%	-4%	11%	-9%	9%	17%	-8%
C/C(=N/NC(=O)CNC(=O)COc1ccccc1)c1ccc(Cl)cc1	?	-0.5	-5%	0%	30%[activator]	6%	?	-4%	-9%
CCc1c(C)nc(N)c(C#N)c1-c1ccccc1	-14%	0.8	-4%	2%	65%[activator]	-1%	19%	1%	1%
CCOC(=O)N1CCC(n2c(=S)[nH]c3cc(OCC)c(OCC)cc3c2=O)CC1	-2%	0.0	-3%	-10%	42%[activator]	-7%	-19%	-42%	-6%
Clc1ccccc1-c1csc(Nc2cccnc2)n1	30%[activator]	-0.5	-5%	1%	?	3%	-1%	?	2%
O=c1c2ccccc2oc2nc3ccn(Cc4ccncc4)c(=O)c3cc12	60%[activator]	0.2	-2%	nt	nt	21%	26%	nt	nt
CCCC(C(=O)NC1CCCC1)N(Cc1ccccc1)C(=O)c1snc(C(N)=O)c1N (centres undefined)	6%	-0.8	-5%	-1%	10%	38%[12.4 µM]	1%	-13%	-4%
O=C1c2ccccc2NC(c2ccco2)N1NS(=O)(=O)c1ccccc1 (centres undefined)	-3%	-0.2	-5%	3%	27%	1%	-5%	-28%	-15%

Next section; it opens with the 2 that closed the last part.
SMILES	Apoferritin bind	TRHR agonist	BLM helicase inh	ERG-DNA inh	POLI inh	APE1 inh	POLB inh	12-LOX inh	Pol kappa inh
CCCC(C(=O)NC1CCCC1)N(Cc1ccccc1)C(=O)c1snc(C(N)=O)c1N (centres undefined)	6%	-0.8	-5%	-1%	10%	38%[12.4 µM]	1%	-13%	-4%
O=C1c2ccccc2NC(c2ccco2)N1NS(=O)(=O)c1ccccc1 (centres undefined)	-3%	-0.2	-5%	3%	27%	1%	-5%	-28%	-15%
N#CC(c1ccccn1)c1ncc(C(F)(F)F)cc1Cl (centres undefined)	-11%	0.5	-2%	2%	8%	-4%	0%	-21%	-8%
O=C(COc1ccc(Cl)cc1Cl)Nc1cccc(-c2ccc(N3CCOCC3)nn2)c1	nt	-0.8	nt	-4%	8%	28%	nt	7%	-1%
COc1ccc(-c2nc(CSCC(=O)NCc3ccccc3Cl)c(C)o2)cc1OC	-6%	0.4	-2%	-1%	-12%	nt	20%	-4%	-13%
COc1cc(/C=C/C(=O)OCC(=O)NCc2ccc(F)cc2)ccc1O	nt	nt	nt	6%	-30%	-14%	nt	2%	-22%
Cc1ccccc1OCC(=O)N/N=C/c1cn(C)c2ccccc12	-21%	0.0	-1%	0%	-21%[58.9 µM]	-1%	-11%	203%[activator]	-8%
O=C(NCCCn1ccnc1)c1cc([N+](=O)[O-])cc([N+](=O)[O-])c1	-1%	0.0	2%	nt	0%	16%	35%	3%	-3%
COC(=O)c1ccc(/C=N/OCC(=O)NCc2ccc(F)cc2)cc1	?	-1.2	-8%	-12%	166%[activator]	-5%	15%	-2%	-2%
CC1(C)CC(C(CC(=O)O)c2ccccc2)CCO1 (centres undefined)	-13%	-1.8	1%	nt	-7%	-7%	-1%	-5%	-4%
Cc1ccc(C)c(NC(=O)Cn2c(=O)n(CCC(C)C)c(=O)c3cccnc32)c1	-3%	-0.2	-1%	7%	25%	nt	-14%	?	-5%
CC(=O)c1cccc(NCC(=O)Nc2cccc(S(=O)(=O)N3CCCCC3)c2)c1	nt	-1.2	nt	2%	20%	9%	nt	-17%	-8%
Cn1c(=O)c(C(=O)CSc2nncs2)c(N)n(Cc2ccccc2)c1=O	?	1.8	-3%	nt	-45%	-3%	0%	1%[57.4 µM]	-8%[60.1 µM]
Cc1c(NC(=O)c2ccco2)cccc1C(=O)NN1C(=O)c2ccccc2C1=O	-17%	-0.5	-3%	0%	49%[activator]	4%	7%	-2%	-1%
COC(=O)C1=C(N)N(c2ccccc2C(F)(F)F)C2=C(C(=O)CCC2)C1c1ccc2c(c1)OCO2 (centres undefined)	-14%	-1.4	-3%	1%	-3%	-4%	13%	356%[activator]	-11%
CC(=O)Nc1ccc(/C=C/c2noc(-c3ccccc3O)n2)cc1	3%&-7%	0.9&0.8	-4%&-7%	-3%&-1%	-5%&-12%	-2%	9%	?	9%&-23%
Cc1cccc(C)c1NC(=O)CNC(=O)c1cccnc1	3%	1.1	1%	-9%	-3%	39%	0%	490%[activator]	4%
CC(C)CCn1c(Sc2nc3ccccc3s2)nc2c1c(=O)[nH]c(=O)n2C	?	-1.7	-1%	-3%	-22%	-3%	32%	7%	-5%
CC(C)CN(CCCNC(=O)Cn1ncc2c3ccccc3n(C)c2c1=O)CC(C)C	-7%	-0.9	-3%	1%	39%[activator]	nt	10%	-1%	-7%
CCOc1ccc(S(=O)(=O)c2c(C(=O)c3ccc(C)cc3)cnc3cc4c(cc23)OCCO4)cc1	162%[activator]	-0.8	-5%	10%	17%	1%	17%	7%	-6%
Cc1nc(-c2cccc(S(=O)(=O)N3CCCCC3)c2)cs1	-15%	-0.4	-4%	-6%	2%	0%	21%	-12%	-11%
CN1CCN(C(=S)c2cn(Cc3ccccc3)c3ccccc23)CC1	-19%	-0.5	-5%	-13%	-19%	-8%	-1%	-11%	6%
CCOc1ccc(-c2cc(N)n(S(=O)(=O)c3ccc(OC)c(OC)c3)n2)cc1	2%	-0.8	-8%	4%	?	-6%	-19%	-6%	?
CC1CCC(NC(=O)Cn2c(=O)[nH]c3ccsc3c2=O)CC1 (centres undefined)	?	0.4	1%	-6%	13%	-1%	2%	-6%	-8%
O=C(N1CCOCC1)N1CCN(c2nc(-c3ccc(F)cc3)cs2)CC1	-6%	-0.8	-1%	7%	8%	-3%	13%	-5%	-3%
CC(=O)c1nn(-c2ccc(C)cc2)cc1C(=O)c1cccc(Br)c1	nt	nt	nt	-1%	-13%[58.9 µM]	nt	nt	384%[activator]	-4%
Cc1ccccc1OCC(=O)OC1CCN(C)CC1	-4%	-0.7	0%	-8%	-2%	0%	49%	4%&0%	3%
C[C@]12c3[nH]c4ccccc4c3CCN1C(=O)C(CC(=O)NCc1ccco1)C[C@@H]2C(=O)N1CCCCC1 (some centres undefined)	nt	nt	nt	7%	?	5%	nt	0%	3%
O=C(CSc1nnc(-c2ccccn2)n1-c1ccc(Cl)cc1)Nc1ccc2c(c1)OCO2	-8%	-0.5	-3%	3%	-6%	0%	-17%	13%&-12%	1%
CCOc1ccc(Cl)cc1CSc1ncn[nH]1	-1%	-0.9	6%	-1%	?	24%	9%	3%	-11%
CCOc1ccc(C(=O)c2cn(CC(=O)Nc3cc(OC)cc(OC)c3)c3ccc(F)cc3c2=O)cc1	2%	2.5	-26%	-7%	?	nt	14µM*	-32%	-15%
COC(=O)c1ccc(C2C(C#N)=C(N)Oc3cc(C)n(C)c(=O)c32)cc1 (centres undefined)	14%	0.6	0%	-13%	2%	0%	-14%	4%	-4%
N#Cc1cccc(C(=O)OCC(=O)NC(=O)NC2CCCCC2)c1	nt	0.5	nt	8%	35%[activator]	-4%	nt	-18%	-2%
COc1ccnc(CSC(N)=Nc2cccc(C(F)(F)F)c2)c1	49%[activator]	-0.4	-1%	2%	4%	9%	5%	-21%	-7%
COc1ccccc1N1C(=O)CCC1(C#N)c1ccccc1 (centres undefined)	-15%	0.0	-8%	-3%	13%	-10%	35%	-22%&32%	-7%
CCc1cccc(C)c1NC(=O)C(CC)Sc1nncn2c1cc1occc12 (centres undefined)	?	0.1	2%	7%	3%	nt	25%	-6%	-3%
CC(=O)Nc1ccn(C2CC3OCC(NC(=O)C4CCCN4C(=O)OC(C)(C)C)C3O2)c(=O)n1 (centres undefined)	1%	nt	3%	nt	25%	-1%	nt	nt	1%
C#CCN1C(=O)C(O)(c2c(C)[nH]c3ccccc23)c2ccccc21 (centres undefined)	-12%	-0.2	-5%	-17%	76%[activator]	-8%	?	0%	0%
Cn1c(=N)n(CC(=O)O)c2ccccc21	5%	0.6	-10%	12%	-10%	0%	-2%	-21%	2%
Cc1cc(NC(=O)CCC(=O)N(c2ccccc2)C(C)C(=O)NC2CCCC2)no1 (centres undefined)	-11%	-1.8	-4%	7%	108%[activator]	3%	43%	4%	-5%
CCC(C)NC(=O)c1[nH]c2cc(OC)ccc2c1Sc1ccc(C)cc1 (centres undefined)	-8%	0.6	-5%	4%	4%	nt	-13%	?	-8%
CC(CCc1ccccc1)NC(=O)CSc1n[nH]c(-c2ccc(F)cc2)n1 (centres undefined)	-16%	0.0	-2%	2%	13%	nt	-10%	-21%	-7%[60.1 µM]
